# Source: PubChem (Broad Institute)
# SIRT5 inh: sirtuin-5 (human) deacylase inhibition. Q9NXA8. Purified SirT5, succinyl-peptide AMC, trypsin-coupled fluorescence. inhibition, % at 15 µM. actives 1.1% (n = 330,000); in the data active = inhibition above about 15%; inconclusive = no clear call, values can overlap the other calls
# Target sequence (Q9NXA8 whole entry, looked up): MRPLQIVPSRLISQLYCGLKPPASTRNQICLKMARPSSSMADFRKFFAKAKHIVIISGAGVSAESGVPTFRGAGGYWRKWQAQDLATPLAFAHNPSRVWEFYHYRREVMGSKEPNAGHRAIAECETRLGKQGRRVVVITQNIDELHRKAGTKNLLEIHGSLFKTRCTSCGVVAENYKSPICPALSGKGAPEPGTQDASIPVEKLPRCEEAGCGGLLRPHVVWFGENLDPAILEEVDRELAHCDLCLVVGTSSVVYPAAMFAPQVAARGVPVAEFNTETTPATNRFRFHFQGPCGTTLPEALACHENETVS
# LGR2 inh: Drosophila LGR2 receptor signaling inhibition; HEK293 LGR2, CRE-luciferase, bursicon-stimulated, 4 h; inhibition, % at 9.99 µM; actives 0.35% (n = 380,000);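 active = drop in luminescence signal, shown as inhibition above about 50% in the replicate tests, limit read from the data, passing the limit was not always enough; inconclusive = probably only some replicates passing the limit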;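 also: agonist challenge used bursicon conditioned medium at about half maximal strength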
# EWS-Fli inh: blocks EWS/Fli oncoprotein-driven transcription. A673 NR0B1-luciferase reporter, viability-normalised. inhibition, % at 12.6 µM. actives 0.67% (n = 350,000);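 active = mean inhibition of at least 50% after viability correction, with every replicate also passing that limit; inconclusive = mean reaches 50% but only one of two replicates passes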;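 also: firefly luciferase signal divided by Alamar Blue viability fluorescence both relative to DMSO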
# PAX8 inh HTS: lowers PAX8-driven luciferase in RMG-I cells; inhibition, % at 12.6 µM; actives 1.2% (n = 360,000); RMG-I TPO-luciferase reporter, SteadyGlo, 24 h;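 active = mean replicate inhibition at least 60% with every replicate also reaching 60%; inconclusive = only one of the two criteria is met; inactive = mean below 60% and not all replicates reaching 60%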;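 also: luciferase light reporting Pax8 driven TPO promoter activity; plate controls were median of neutral control wells for no effect and mitoxantrone controls for full effect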
# DENV2 CPE rescue: DENV2-induced cell death inhibition. DENV2-infected cells, cytopathic effect rescue, plate reader. CPE inhibition, % at 9.99 µM. actives 1.7% (n = 350,000). AID 651640; in the data active = CPE inhibition above about 20%, passing the limit was not always enough; inconclusive = no clear call, values can overlap the other calls; tested in BHK-21 cells;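 also: 0% = median of neutral control wells and 100% = median of positive control wells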
# CASP6 VEID inh: inhibitors of human caspase-6; P55212; purified caspase-6, Z-VEID-R110 cleavage fluorescence; inhibition, % at 12.5 µM; actives 0.53% (n = 350,000);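 active = mean inhibition across replicates at least about 35%, with every replicate also reaching that limit, limit read from the data; inconclusive = only one of the two criteria met; inactive = neither criterion met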;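 also: 0% = median of neutral control wells and 100% = no fluorescence left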
# Target sequence (P55212 24-179 limits assumed): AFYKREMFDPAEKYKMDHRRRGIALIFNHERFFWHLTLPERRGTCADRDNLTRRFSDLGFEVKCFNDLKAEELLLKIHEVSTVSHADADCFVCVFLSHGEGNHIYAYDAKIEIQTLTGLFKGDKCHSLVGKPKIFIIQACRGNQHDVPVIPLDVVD
# Target sequence (P55212 194-293 limits assumed): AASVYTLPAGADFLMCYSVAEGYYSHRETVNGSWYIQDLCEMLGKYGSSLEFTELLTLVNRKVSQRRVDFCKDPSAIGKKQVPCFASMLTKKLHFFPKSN
# ARNT TACC3 PPI: ARNT/TACC3 interaction disruption; AlphaScreen His-ARNT PAS-B/GST-TACC3 binding, luminescence; TACC3 fragment carries E629A point mutation; inhibition, % at 9.99 µM; actives 0.66% (n = 390,000); AID 623870;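 active = mean inhibition of replicates at least 50% and at least half of replicates each reaching 50%; inconclusive = half or more replicates reach 50% but mean below 50%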;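 also: 0% = complete ARNT plus TACC3 wells and 100% = ARNT alone without TACC3; many hits fall short of the cut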
# The depositor's hits bear a star; u = inconclusive; x = not tested or not shown; & = joins results of further samples.
SMILES,SIRT5 inh,LGR2 inh,EWS-Fli inh,PAX8 inh HTS,DENV2 CPE rescue,CASP6 VEID inh,ARNT TACC3 PPI
CCOc1c(Cl)cc(CNc2ccc(S(N)(=O)=O)cc2)cc1OC,x,-2,x,0,x,x,-5
COc1cc(/C=C/C(=O)N2C(=O)c3cccc(N)c3C2=O)cc(OC)c1OC,1,1,-4,1,3,-3,3
Nc1nc2c(nnn2Cc2ccc(Cl)c(Cl)c2)c(=O)[nH]1,-1,6,-2,3,u,-5,11
C=CCOc1cccn2c(N(C)C(=O)c3ccncc3)c(CC)nc12,x,-11,-9,-21,-5,2,x
Cc1ccc(/C=N/NC(=O)c2nnn(-c3nonc3N)c2C(C)C)s1,-1,-8,-12,-106,-4,7,-14
CCN(c1ccc(OC)cc1)S(=O)(=O)c1ccc2c(c1)CCN2C(=O)CCC(=O)O,-8,5,x,x,x,1,6
O=C(NCCc1ccccc1)C(c1cccs1)N(C(=O)CCl)c1ccc(Cl)cc1 (stereo not given),x,10,x,111*,-13,3,-33
Cc1cc(C)n2c(SCC(=O)Nc3cc(S(=O)(=O)N(C)C)ccc3C)nnc2n1,1,5,9,-11,-1,1,0
COc1cc(O)c(C(CCN2CCCCC2)c2ccc3c(c2)OCO3)c(OC)c1 (stereo not given),x,-15,15,-25,-4,-10,8
COc1ccc(C(C)=O)cc1COC(=O)CNC(=O)c1ccccc1F,x,18,12,3,x,x,-6
COCC#Cc1cnc2c(c1)C(=O)N([C@H](C)CO)C[C@H](C)[C@@H](CN(C)C(=O)Nc1cc(F)ccc1F)O2,-5,0,-2,-19,u,4,2
Cc1ccc(OCCn2cc(C=O)c3ccccc32)cc1,-1,8,23,36,-9,3,-16
c1cc(-c2ccc(C3[C@H]4CNC[C@@H]3N4CC3CCCC3)cc2)ccn1 (stereo not given in full),1,7,-9,x,-1,-2,x
CCS(=O)(=O)Nc1ccc2c(c1)C(=O)N(C)C[C@H](OC)[C@H](C)CN(C(=O)c1ccc3c(c1)OCO3)[C@@H](C)CO2,-6,19,1,x,-4,-1,-5
CC(=O)Nc1ccc(/C=N/N2C(=O)NC(C)(c3ccc(OC(F)F)cc3)C2=O)cc1 (stereo not given),3,10,3,0,3,1,1
CCc1nc(Nc2ccc(F)cc2)c2oc3ccccc3c2n1,-1,-20,4,-2,0,0,13
COc1ccc(-c2ccc3ccccc3n2)cc1,-4,47,17,-61,-7,-2,10
CCCNC(=O)C(Cc1ccccc1)NC(=O)c1ccc(-c2ccccc2)cc1 (stereo not given),x,1,-6,-5,0,2,7
CC(C)COc1ccc(CN=C(N)N=C(N)N)cc1Cl,-1,-36,17,26,4,13,x
COc1ccc(NC(=O)COC(=O)C2CCCCC2)c([N+](=O)[O-])c1,x,13,x,-7,x,x,1
CC(=O)Nc1ccc(NC(=S)NC(=O)c2cc3ccccc3o2)cc1,-1,-31,-26,-48,u,0,0
c1ccc2cc(OCCOCCOc3ccc4ccccc4c3)ccc2c1,-6,2,-2,-14,-2,0,16
CCCCCN(C(=O)CCC(=O)OCC(=O)c1c(C)cc(C)cc1C)c1c(N)n(CCCC)c(=O)[nH]c1=O,6,15,2,8,3,3,-5
COc1cccc(/C=C2\Oc3cc(OC(=O)N4CCOCC4)ccc3C2=O)c1,-5,-11,-22,4,-6,3,-5
CN(C)Cc1ccc(F)cc1Sc1cc(Cl)ccc1Cl,x,15,x,7,x,x,-9
O=C(NNc1ccc([N+](=O)[O-])cc1)c1ccccc1Cl,-3,5,4,3,-3,2,7
CNC[C@H]1OCCCC[C@@H](C)Oc2ccc(NC(=O)Nc3ccc4c(c3)OCO4)cc2C(=O)N([C@H](C)CO)C[C@H]1C,-1,-5,-13,4,-6,0,6
CCOC(=O)CC(=O)CSc1ncnc2c1nnn2-c1ccc(F)cc1,-2,-22,-1,-11,x,2,5
Cc1c(NC(=O)COc2ccccc2Cl)c(=O)n(-c2ccccc2)n1C,-1,-2,-4,-1,10,-1,2
COc1ccc(-c2cc(C(=O)N/N=C(\C)c3cccnc3)c3cc(C)ccc3n2)cc1OC,-1,-12,x,-1,-16,5,0
COCC(=O)N(C)C[C@H]1Oc2cc(-c3ccc(F)cc3)ccc2S(=O)(=O)N([C@H](C)CO)C[C@@H]1C,-3,7,-7,x,-12,-2,-6
COc1cccc(CNc2nc3cc(-c4ccsc4)sc3c(=O)n2C)c1OC,-5,-15,18,35,10,-1,x
CCCCN1CC(COCc2ccccc2)Oc2cccc(Oc3ccc(C)cc3)c2S1(=O)=O (stereo not given),9,-6,24,8,-5,-3,-3
COc1ccc(CCn2c(=N)c(C(=O)NC3CCCC3)cc3c(=O)n4cccc(C)c4nc32)cc1,-1,-10,x,5,-2,-3,-9
O=C(NC1=NCCS1)c1ccc(Cl)c(S(=O)(=O)N2CCCCCC2)c1,-1,-24,-16,25,-7,1,8
Cc1ccccc1OCC(=O)N(Cc1cccc(F)c1)C1CCS(=O)(=O)C1 (stereo not given),-2,3,2,-16,3,0,7
COCC(=O)N1[C@@H](CO)[C@@H](c2ccccc2)C12CN(C(=O)c1cccnc1)C2,-4,-5,-3,x,0,0,x
CN1CCc2c(n(CC(O)CN3CCN(CCO)CC3)c3ccccc23)C1=O (stereo not given),-6,12,-3,14,1,2,-4
COC(=O)c1ccc(COC(=O)CNC(=O)CNC(=O)c2ccc(OC)cc2)cc1,-8,-7,14,-13,-4,7,-7
COC(=O)c1cccc(Nc2c3c(nc4ccccc24)CCC3)c1,2,-2,43,15,-7,1,-5

# Entries above that contain a nitro group on carbon:
SMILES,SIRT5 inh,LGR2 inh,EWS-Fli inh,PAX8 inh HTS,DENV2 CPE rescue,CASP6 VEID inh,ARNT TACC3 PPI
COc1ccc(NC(=O)COC(=O)C2CCCCC2)c([N+](=O)[O-])c1,x,13,x,-7,x,x,1
O=C(NNc1ccc([N+](=O)[O-])cc1)c1ccccc1Cl,-3,5,4,3,-3,2,7

# (further entries)
SMILES,SIRT5 inh,LGR2 inh,EWS-Fli inh,PAX8 inh HTS,DENV2 CPE rescue,CASP6 VEID inh,ARNT TACC3 PPI
Cc1cc(C(=O)Nc2cccc3c2O[C@H](CN(C)CC2CC2)[C@@H](C)CN([C@H](C)CO)C3=O)n(C)n1,0&-3,29&0,-12&-8,-7,2&-7,-2&0,-4&0
O=C(NCc1ccco1)C1CCCN1C(=O)Nc1ccccc1Cl (stereo not given),-1,-4,2,4,1,2,5
O=C(NC(=S)Nc1cccc(Cl)c1N1CCCCC1)c1ccco1,-2,14,21,x,x,-1,0
CN1CCN(C(=O)CCS(=O)(=O)c2cc3c(cc2Cl)NC(=O)CO3)CC1,x,-12,-1,4,-2,2,-18
O[C@H]1C[C@H](c2ccc(Cl)cc2)N(CC2CCCCC2)C[C@@H]1n1cc(C2CC2)nn1,0,-10,-18,-41,u,-2,x
COCCNCc1ccccc1,-3,3,-5,x,0,-1,5
CC(C)NC(=O)N(C)C[C@H]1Oc2c(NC(=O)Nc3ccc(F)cc3)cccc2C(=O)N([C@@H](C)CO)C[C@H]1C,0,2,-1,-9,-1,-3,-3
CC1CCCC(NCC(=O)Nc2ccc(C(N)=O)cc2)C1C (stereo not given),x,-4,-14,5,8,-3,28
COc1ccc(CCN=C(N)NS(=O)(=O)c2ccc(C)cc2)cc1,x,-16,x,-2,x,x,20
O=C(CSc1n[nH]c(=O)[nH]c1=O)Nc1ccc(SC(F)F)cc1,x,-20,17,-10,11,-2,-2
CSc1nc(-c2ccc(Cl)cc2Cl)[nH]c(=O)c1C#N,1,-31,-10,9,-1,3,3
COc1ccc(NC2CCCN(C(=O)c3csc(C)n3)C2)cc1 (stereo not given),2,10,x,-3,10,1,x
CC(NC(=O)C(C)(C)C)C(c1cccs1)N1CCOCC1 (stereo not given),-3,-4,-5,11,-10,1,-8
Cc1nn(C)c(C(=O)Nc2ccc(Cl)c([N+](=O)[O-])c2)c1Cl,x,-6,x,24,x,x,-15
C[C@H]1CN([C@@H](C)CO)C(=O)c2cc(-c3cccc(F)c3)cnc2O[C@@H]1CN(C)Cc1ccccn1,3,28,-1,-15,u,0,17
O=C(CCn1cnc2ccccc21)N/N=C/c1ccc(O)cc1,-1,9,8,12,8,0,x
O=C(Nc1ccc(F)c(Cl)c1)C1CCN(c2ncnc3c2nc2n3CCCCC2)CC1,-4,0,8,12,-3,7,6
COc1cccc(NC(=O)C[C@@H]2CC[C@H]3[C@H](COc4ccc(NC(=O)C5CCCCC5)cc4C(=O)N3C)O2)c1,5,-3,-10,18,-3,2,17
Nc1nn(-c2ccccc2Cl)cc1-c1nn[nH]n1,0,-9,-2,2,-3,0,-1
N#C/C(=C/c1cccs1)c1nc2ccccc2[nH]1,x,-28,x,-90,x,x,-9
Cc1ccc2c(c1)N(CC(=O)c1cccc(Cl)c1)C(=O)C(C)O2 (stereo not given),-1,4,x,x,x,2,2
COc1ccccc1Cc1c(-c2ccco2)nc2ccc(Br)cn12,x,11,-15,32,x,4,x
COc1cc(CN2CCC(C(=O)NC(c3ccc(F)cc3)c3ccc4ccccc4n3)CC2)cc(OC)c1 (stereo not given),-3,13,2,-16,u,0,x
O=NNc1nc2ccccc2n1Cc1ccccc1,0,16,13,30,13,-1,6
c1ccc(-c2cc3c(N4CCCCC4)ncnc3s2)cc1,-12,3,14,7,1,5,-6
CCOc1ccc(NS(=O)(=O)c2cc(NC(=O)C3CC3)ccc2C)cc1Br,-1,0,0,15,13,-1,-6
CC1(Cc2ccccc2C#N)C(=O)Nc2ccc(OC(F)(F)F)cc21 (stereo not given),-5,9,1,-7,-2,-3,x
COc1ccc2c3c(n(C)c2c1)[C@@H](CO)N(C(=O)c1cccnc1)CC31CCN(S(C)(=O)=O)CC1,x,-27,-8,x,-9,x,x
CC(C)NC(=O)Nc1ccc2c(c1)CC(=O)N([C@H](C)CO)C[C@@H](C)[C@H](CN(C)Cc1ccc(-c3ccccc3)cc1)O2,-1,3,-2,-21,-3,-2,6
CCNC(=O)C1CCCN(C(=O)c2cccs2)CC1 (stereo not given),6,17,-2,0,u,-3,x
O=C(N/N=C/c1ccco1)c1cc(-c2cccc(Br)c2)nc2ccccc12,x,3,x,-7,x,x,8
Cc1ccc(S(=O)(=O)CCC(=O)N(C)C2CCCCC2)cc1,0,-5,-20,-7,u,-2,-7
C=CCOc1ccc(/C=N/N2C(=O)C(CC(=O)Nc3ccc(F)cc3F)SC2=NC)cc1 (stereo not given),1,-37,-3,-56,11,4,-6
Cc1ccc(C)c(N(C(=O)c2csnn2)C(C(=O)NC2CCCCC2)c2ccccn2)c1 (stereo not given),1,10,4,26,1,2,-2
C[C@@H](NC(=O)C[C@H]1CC[C@H]2[C@@H](COC[C@H](O)CN2C(=O)Nc2cccc(Cl)c2)O1)c1ccccc1,1,-22,-17,-21,6,2,-4
CC(=O)C1=C(C)N(Cc2ccc(Br)cc2)C(=S)NC1c1cccc(Br)c1 (stereo not given),2,3,1,16,-10,-2,x
CN(C)S(=O)(=O)c1cc(NC(=O)CNCCN2CCOCC2)ccc1Cl,-4,10,1,9,-3,-2,2
Cn1c(=O)[nH]c(=O)c2c1nc(Br)n2CC(O)COc1ccc(Cl)cc1 (stereo not given),0,21,-9,18,5,0,-6
CCn1cc(C(=O)NCCC(=O)NC(C)C)c(=O)c2cc3c(cc21)OCO3,-4,19,11,5,-2,2,-4
O=C(Cn1ncc2c([nH]c3ccccc32)c1=O)NCCc1ccccc1,-2,2,1,24,-2,-8,-2
CCCCOC(=O)Nc1nnc(SCCOc2ccc(C)cc2)s1,x,8,x,2,x,x,-15
O=C(CN1C(=O)c2ccccc2S1(=O)=O)Nc1ccc([N+](=O)[O-])cc1,1,25,8,12,-4,-2,x
O=C(O)C(=Cc1cccc([N+](=O)[O-])c1)c1ccccc1,-1,10,-1,9,-6,0,x
C[C@H](CO)N1C[C@H](C)[C@H](CN(C)Cc2ccccc2F)Oc2cc(C3=CCCC3)ccc2S1(=O)=O,-4,0,42,55,-10,-6,2
